RGS4 inhibitor: inhibitors of human regulator of G protein signaling 4. Transcreener GDP fluorescence polarization, RGS4-accelerated GTP hydrolysis. Potency, µM (top dose mostly 114 µM), without a hit: at the top dose activity change, negative = inhibition, actives largely listed as inhibitors. 390,000 compounds, 0.039% hits. AID 504845; also: % is scaled to controls: 0 for no effect and ±100 for the full control effect; nearly all actives have a fitted effect of over 75% in size; some results filed as inactive show a strong effect at the top dose
Target sequence (P49798 whole entry, looked up): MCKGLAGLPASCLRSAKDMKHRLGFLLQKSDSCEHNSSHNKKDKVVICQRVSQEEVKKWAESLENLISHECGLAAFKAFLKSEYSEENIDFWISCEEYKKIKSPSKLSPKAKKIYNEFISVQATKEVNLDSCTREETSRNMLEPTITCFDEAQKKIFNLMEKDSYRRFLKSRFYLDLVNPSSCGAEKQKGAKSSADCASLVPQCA
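MLSMR compounds (23 nl, pin-transferred) preincubated 10 min at room temperature with a 500nM (2x) first reagent, then RGS4 at 900nM (2x) plus Transcreener GDP mix added; fluorescence polarization (620/688 nm) read before and after 90 min at 30 °C.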
IDH1 R132H inh: inhibitors of human mutant IDH1 R132H. O75874. IDH1-R132H enzyme, NADPH consumption, diaphorase/resazurin fluorescence. Potency, µM (highest dose often 76.6 µM), without a hit: at the top dose activity change, negative = inhibition, usual class: inhibitors. 390,000 compounds, 0.093% hits. AID 602179; also: % is scaled to controls: 0 for no effect and ±100 for the full control effect; nearly all actives have a fitted effect of over 65% in size
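IDH1-R132H (0.5 ug/mL dispensed) in pH 7.5 Tris buffer was preincubated 30 min with compound, then given a substrate mix of 0.016 mM NADPH and 2 mM alpha-KG for 80 min at room temperature; remaining NADPH was read by diaphorase/resazurin fluorescence.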
TrxR1 substrate: substrates of rat thioredoxin reductase 1 | O89049 | purified TrxR1 substrate turnover, NADPH consumption readout | Potency, µM (doses to about 114 µM), for inactives: at the top dose activity change, negative = substrate turnover | 390,000 compounds, 0.01% hits | AID 588456; also: % is scaled to controls: 0 for no effect and ±100 for the full control effect; nearly all actives have a fitted effect of over 50% in size
Target sequence (O89049 whole entry, looked up): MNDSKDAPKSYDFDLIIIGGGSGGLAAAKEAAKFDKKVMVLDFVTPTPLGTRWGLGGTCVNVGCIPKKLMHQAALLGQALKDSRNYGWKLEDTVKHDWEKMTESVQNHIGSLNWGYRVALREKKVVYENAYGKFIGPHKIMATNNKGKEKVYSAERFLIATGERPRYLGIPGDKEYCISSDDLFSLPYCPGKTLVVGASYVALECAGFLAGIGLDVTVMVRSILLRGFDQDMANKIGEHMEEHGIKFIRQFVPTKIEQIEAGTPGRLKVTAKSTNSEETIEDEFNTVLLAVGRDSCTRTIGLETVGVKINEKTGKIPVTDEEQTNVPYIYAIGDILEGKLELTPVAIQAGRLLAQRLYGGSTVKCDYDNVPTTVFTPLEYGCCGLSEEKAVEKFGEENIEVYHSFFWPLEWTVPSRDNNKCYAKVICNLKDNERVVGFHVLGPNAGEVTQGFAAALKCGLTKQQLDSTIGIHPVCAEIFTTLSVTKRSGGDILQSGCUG
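Rat TrxR1, dispensed at 90 nM, was prereduced with 400 uM NADPH (final) for 5 min at ~22 deg C, then incubated with compound 15 min before 400 uM selenite. A first-read NADPH fluorescence drop versus no-compound background flagged substrates.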
Vif-APOBEC3F blk: blocks the Vif interaction with APOBEC3F; HeLa A3F-eYFP + Vif (tagged APOBEC3F with the HIV-1 protein that degrades it), YFP fluorescence increase; Potency, µM (series often up to 46.1 µM), for the others: at the top dose activity, negative = active; 390,000 compounds, 0.2% hits; also: % of control where 0% means no effect; nearly all actives have a fitted effect of over 65% in size
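HeLa cells stably expressing Vif plus C-terminally eYFP-tagged A3F were seeded, incubated overnight at 37 deg C, dosed with compound, incubated overnight again at 37 deg C. Yellow fluorescence (Ex 488/Em 500-530) reported blocked Vif-mediated A3F-eYFP degradation.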
RXFP1 ag: agonists of human relaxin receptor RXFP1 | HEK293T-RXFP1 cAMP TR-FRET, 30 min; response scale: percent of porcine relaxin response, buffer zero | AID 2676 | 370,000 compounds, 0.3% hits | Potency, µM (titrated, usually from 57.5 µM), for the others: top-dose activation, actives largely listed as activators | Q9HBX9; also: % is scaled to controls: 0 for no effect and ±100 for the full control effect; nearly all actives have a fitted effect of over 60% in size; many of its hits are not listed in these tables
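Agonist response is measured as cAMP accumulation in an RXFP1-transfected HEK293T line under PDE4 inhibition. Values are scaled between buffer-only and 29 nM porcine relaxin, and EC50s come from standard Hill equation fits.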
USP1-UAF1 inh: blocks the human USP1/UAF1 deubiquitinase complex; 390,000 compounds, 0.23% hits; recombinant USP1/UAF1, Ub-Rhodamine cleavage fluorescence; O94782; Potency, µM (highest dose often 57.1 µM), for inactives: at the top dose activity change, negative = inhibition, hits mostly inhibitors; also: % is scaled to controls: 0 for no effect and ±100 for the full control effect; nearly all actives have a fitted effect of over 60% in size; inactives centre near -12
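High-throughput fluorogenic screen: 1nM USP1/UAF1 complex, Ub-Rho substrate 150nM final, 50mM HEPES pH 7.8 with 0.5mM EDTA, 0.1 mg/ml BSA, 1mM TCEP and 0.01% Tween-20.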
Vif-APOBEC3G blk: inhibitors of Vif-APOBEC3G interaction | Q9HC16 | HeLa A3G-eYFP + Vif (tagged APOBEC3G with the HIV-1 protein that degrades it), YFP fluorescence, overnight | Potency, µM (highest dose often 46.1 µM), without a hit: at the highest dose activity, negative = active, hits mostly inhibitors | 410,000 compounds, 0.076% hits;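 also: % is scaled to controls: 0 for no effect and ±100 for the full control effect; nearly all actives have a fitted effect of over 60% in size; hits raise eYFP signal because A3G escapes Vif-driven loss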
Target sequence (Q9HC16 whole entry, looked up): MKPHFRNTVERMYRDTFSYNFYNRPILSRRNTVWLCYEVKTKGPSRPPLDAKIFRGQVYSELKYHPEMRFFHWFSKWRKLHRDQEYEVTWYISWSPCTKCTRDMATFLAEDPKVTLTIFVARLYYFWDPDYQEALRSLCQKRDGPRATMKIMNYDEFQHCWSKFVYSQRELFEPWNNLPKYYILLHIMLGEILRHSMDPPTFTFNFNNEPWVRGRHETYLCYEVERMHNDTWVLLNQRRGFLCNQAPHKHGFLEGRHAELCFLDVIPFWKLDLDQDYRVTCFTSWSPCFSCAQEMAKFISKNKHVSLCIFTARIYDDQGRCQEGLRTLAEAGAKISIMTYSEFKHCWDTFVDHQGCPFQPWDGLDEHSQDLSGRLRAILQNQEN
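HeLa cells stably expressing Vif and C-terminally eYFP-tagged A3G, seeded overnight at 37 deg C, then exposed to compound by pintool overnight at 37 deg C. Rise in yellow fluorescence (Ex 488/Em 500-530, Acumen) marks blocked Vif-driven A3G degradation.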
rTrxR1 inhibitor: inhibitors of rat thioredoxin reductase 1 | O89049 | recombinant rTrxR1, NADPH fluorescence consumption, selenite substrate | Potency, µM (doses to about 114 µM), without a hit: at the top dose activity change, negative = inhibition, usual class: inhibitors | 390,000 compounds, 1% hits | AID 588453; also: % is scaled to controls: 0 for no effect and ±100 for the full control effect; nearly all actives have a fitted effect of over 65% in size
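Rat TrxR1 (90 nM in the dispensed reagent) was pre-reduced with 400 uM NADPH for 5 min at room temperature, then incubated with compound for 15 min. After 400 uM selenite was added, NADPH fluorescence (Ex 340/Em 450 nm) was followed for 8 min.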
12-LOX inh: blocks human arachidonate 12S-lipoxygenase. P18054. purified 12hLO, xylenol orange hydroperoxide absorbance. Potency, µM (titrated, usually from 108 µM), without a hit: at the highest dose activity change, negative = inhibition, hits mostly inhibitors. 580,000 compounds, 1.1% hits. AID 1671190; also: % is scaled to controls: 0 for no effect and ±100 for the full control effect
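Purified human 12hLO at 150 nM in 25 mM Hepes, 0.01% Triton X-100, pH 7.0, preincubated 15 min at room temperature with compound. Reaction started with 40 uM arachidonic acid, 30 min at room temperature. Hydroperoxide measured by Fe-xylenol orange, 573/405 nm absorbance ratio.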
An asterisk follows results filed as active; ? = inconclusive; . = not tested or not shown; & = joins results of further samples; [ ] = another dose, or the depositor's remark. Calls follow the shape of the dose curve; as a rule, active = well fitted curve in the direction sought with a large enough effect; inconclusive = small, poorly fitted or top-dose-only effect, or another doubt; inactive = no such curve, though single readings can be large; an effect the other way counts as inactive or inconclusive. Potency is read from the fitted curve at half-maximal effect.

SMILES | RGS4 inhibitor | IDH1 R132H inh | TrxR1 substrate | Vif-APOBEC3F blk | RXFP1 ag | USP1-UAF1 inh | Vif-APOBEC3G blk | rTrxR1 inhibitor | 12-LOX inh
Cc1ccccc1NC(=O)c1ccc(F)c(S(=O)(=O)NC2CCCC2)c1 | -5% | -8% | 5%[57.1 µM] | -5% | 2.4% | 5% | -1% | 8%[57.1 µM] | -27%
CCOC1=C/C(=C/c2c(N)n3nc(CC(=O)N4CCCCC4)sc3nc2=O)C=CC1=O | -3%[56.9 µM] | -4% | ? | -1% | -0.8% | 37%[activator] | 11% | -29% | -29%
Cc1cc(NC(=O)c2cccc(F)c2)ncc1NC(=O)c1ccco1 | 2% | 12% | -2% | 2% | 1.3% | -16% | -1% | -13% | -16%
COc1ccccc1CN(C)C(=O)c1ccc2c(c1)NC(=O)CS2 | 11% | 9% | 3% | 0% | 1.2% | -14% | 1% | -1% | 0%
CC(=O)Nc1nnc(SCc2cc(=O)c3cccc(C)c3[nH]2)s1 | -7% | 12% | 1%[57.1 µM] | 2% | 9.2% | -12% | 3% | 8%[57.1 µM] | -17%
N#CCSc1nnc(-c2ccccc2)c(-c2ccccc2)n1 | 20% | 1% | -14% | -4% | -0.5% | 1% | 7% | -11% | 5%
Nc1c(C(=O)Nc2ccccc2)nnn1Cc1ccc(F)cc1Cl | -5% | . | -2% | . | 0.5% | -19% | . | 10% | -3%
N/C(=N\OC(=O)CSc1ccccc1)c1ccc([N+](=O)[O-])cc1 | 13%[11.4 µM] | 7% | -2% | 3% | 0.0% | -7% | -5% | -1% | -15%
O=S(=O)(Nc1ccccc1)c1cccc2nsnc12 | -21% | 0% | 2% | -1% | -0.5% | -18% | 1% | 5% | ?
COCCN1CCN(C(=O)C2CCC(=O)N(Cc3ccccc3OC)C2)CC1 (stereo not given) | -12% | 2% | 1% | -4% | 1.3% | -17% | 0% | -9% | 0%
COc1cc(C2C(C#N)=C(N)Oc3cc(C)n(CCN4CCOCC4)c(=O)c32)cc(OC)c1OC (stereo not given) | -8% | 7% | -1% | -5% | -2.5% | -18% | 0% | 4% | ?
O=C(NCc1cccs1)C1CCC(CNS(=O)(=O)c2cccs2)CC1 (stereo not given) | 19% | 6% | 5%[57.1 µM] | 5% | 0.4% | -11% | 2% | 17%[57.1 µM] | 0%
Oc1ccc(NC(=S)Nc2ccc(O)cc2)cc1 | -29% | -12% | 12%[57.1 µM] | -1% | -4.4% | -17% | -2% | -12% | 6%
CCOC(=O)c1[nH]c(C)c(C(=O)OCC(=O)N2CCc3ccccc32)c1C | 14% | 8% | 7%[2.29 µM] | -7% | 0.5% | -15% | 2% | -3%[2.29 µM] | 10%
COC(=O)CC1=C(C(=O)OC)C(c2cccs2)C(C#N)=C(N)O1 (stereo not given) | ? | -3% | 4%[57.1 µM] | -9% | 0.2% | -12% | -1% | -16%[57.1 µM] | -4%
O=C(O)CC1c2ccccc2CCN1S(=O)(=O)c1ccccc1 (stereo not given) | 4% | 14% | 12%[57.1 µM] | -13% | . | -13% | 0% | 23%[57.1 µM] | 15%
CCOc1ccc(-n2cc(-c3ccccc3)c3c(N4CCN(c5ccccc5OC)CC4)ncnc32)cc1 | -12% | -19% | -9%[57.1 µM] | 7% | 2.3% | -3% | -2% | -3%[57.1 µM] | ?
c1coc(-c2nn3c(-c4ccco4)nnc3s2)c1 | -34% | -1% | -2% | -9% | 8.2% | 5% | 0% | ? | ?
CS(=O)(=O)N(CC(=O)N1CCOCC1)c1cc(Cl)ccc1Cl | 2% | -1% | -7% | -6% | -2.8% | -9% | -1% | -2% | 14%
CN1CCN(CCP(=O)(c2ccccc2)c2ccccc2)CC1 | -38% | 4% | 6% | . | 1.6% | -13% | 2% | 9% | 0%
C[C@@H]1COC(=O)[C@@H](Cc2ccc(F)cc2)C/C=C\C[C@H](CC(=O)N(CCO)Cc2ccccc2)C(=O)N1 | -7% | 5% | 1% | -3% | . | -29% | 0% | 10% | -1%
O=C(NCCS(=O)(=O)c1ccc(Br)cc1)c1ccc(Cl)cc1Cl | 30% | -6% | -1% | -15% | -0.5% | -16% | -1% | 10% | -1%
Cn1cc(S(=O)(=O)N2CCCC2)cc1C(=O)N1CCN(c2cccc(Cl)c2)CC1 | 5%&-3% | -3%&-8% | 4%[57.1 µM] | 3%&-10% | 0.7%&0.1% | -22%&-3% | ? | 6%[57.1 µM] | 25%&0%
CCOc1cc(/C=N/n2cnnc2)ccc1O | 25% | 1% | -1% | -1% | -2.3% | -12% | 1% | -14% | 10%
O=C1NC(=S)N/C1=C\c1cccnc1 | 3% | 0% | -14% | -9% | 3.2% | -20% | 4% | -11% | 0%
COc1ccc(CCC2(C)NC(=O)NC2=O)cc1 (stereo not given) | -1% | 0% | 7% | -1% | 0.9% | -4% | -1% | 23% | 20%
Cc1ccc(Cl)cc1N(CC(=O)NCc1ccccc1)S(C)(=O)=O | 17% | 3% | -1% | 1% | 2.8% | -11% | 3% | 1% | 35%[activator]
Cc1ccc(Cn2c(C(=O)O)c(CNCCc3ccco3)c3ccc(C)cc32)cc1 | -17% | 31% | 6% | 0% | -1.0% | -24% | 2% | -2% | -15%
N/C(=N\OC(=O)c1cccs1)c1cccc(Br)c1 | 16% | -4% | -1% | 11% | 2.2% | -10% | -8% | 7% | 6%
COc1ccc(NC(=O)CCN=C2NS(=O)(=O)c3ccccc32)cc1S(=O)(=O)N(C)C | 8% | -7% | 1% | 5% | -0.6% | -21% | 0% | 21% | 35%[activator]
Cc1ccccc1CN(c1ccc(C(=O)N/N=C/c2ccc(OCC(N)=O)cc2)cc1)S(C)(=O)=O | 24% | -12% | -20% | -9% | -0.9% | -5% | 0% | -25% | -4%
Cc1nn2c(NCc3cccnc3)c3c(nc2c1-c1ccccc1)CCC3 | 25% | -22% | 1% | -12% | 4.1% | -9% | 0% | 8% | 0%
CC1CC(C)CN(C(=O)c2ccc(C(=O)c3ccccc3)cc2)C1 (stereo not given) | -28% | 3% | -1% | -9% | -0.1% | -18% | -5% | 6% | 16%
COC(=O)c1ccccc1NC(=O)c1cc(C2CC2)on1 | -30% | 16% | -5%[57.1 µM] | 0% | 1.0% | -21% | 3% | 5%[57.1 µM] | -6%
CCC1C(=O)n2nc(-c3ccccc3)cc2N=C1C (stereo not given) | -14% | -1% | 58%[activator] | 5% | 1.5% | -5% | -2% | 21% | 9%[57.4 µM]
COCCn1c2nc(=O)n(-c3ccccc3)c(=O)c-2nc2ccccc21 | . | 25% | . | ? | . | 28µM* | 12% | . | -26%
COc1ccc(N(CC(=O)Nc2ccc(OC)cc2OC)S(=O)(=O)c2ccccc2)cc1 | -7% | 5% | -2%[57.1 µM] | -2% | 0.2% | -18% | -18% | 17%[57.1 µM] | 3%
CCC/C(C)=N/NC(=O)c1ccccc1O | -10% | 6% | -4% | -6% | 1.5% | -9% | 1% | 18%[57.1 µM] | -21%
Fc1ccc(CNn2cnnc2SCc2ccc(F)cc2)cc1 | -1% | 5% | 5%[57.1 µM] | 1% | 1.4% | -12% | 2% | -7%[57.1 µM] | -1%
COc1ccc(C(=O)CN2C(=O)NC3(CCCCCC3)C2=O)c(OC)c1 | -24% | 4% | 5% | -21% | 1.7% | -23% | -1% | 21% | -7%

In the list so far, these contain an NH in an aromatic ring.
SMILES | RGS4 inhibitor | IDH1 R132H inh | TrxR1 substrate | Vif-APOBEC3F blk | RXFP1 ag | USP1-UAF1 inh | Vif-APOBEC3G blk | rTrxR1 inhibitor | 12-LOX inh
CC(=O)Nc1nnc(SCc2cc(=O)c3cccc(C)c3[nH]2)s1 | -7% | 12% | 1%[57.1 µM] | 2% | 9.2% | -12% | 3% | 8%[57.1 µM] | -17%
CCOC(=O)c1[nH]c(C)c(C(=O)OCC(=O)N2CCc3ccccc32)c1C | 14% | 8% | 7%[2.29 µM] | -7% | 0.5% | -15% | 2% | -3%[2.29 µM] | 10%

Continuation:
SMILES | RGS4 inhibitor | IDH1 R132H inh | TrxR1 substrate | Vif-APOBEC3F blk | RXFP1 ag | USP1-UAF1 inh | Vif-APOBEC3G blk | rTrxR1 inhibitor | 12-LOX inh
CCOC(=O)N1CCN(C(=O)CSCC(=O)N=c2sc3cc(OC)ccc3n2C)CC1 | -34%[11.4 µM] | -1% | -1% | -2% | . | -21% | 5% | 15% | -17%
CCOC(=O)C(=NC1CCS(=O)(=O)C1)NNc1cc(Cl)ccc1Cl (stereo not given) | -7% | 2% | -8% | -12% | -2.6% | -8% | 0% | 14% | ?
COc1cccc(NC(=O)CSc2nnc(NC(=O)NC3CCCCC3)s2)c1 | 7% | -3% | 2%[57.1 µM] | 0% | -3.0% | -27% | 0% | 6%[57.1 µM] | ?
COc1cc(NC(=O)c2sc3ncn(CC(=O)N4CCC(C)CC4)c(=O)c3c2C)cc(OC)c1OC | -7% | 4% | -3% | 5% | -1.6% | -25% | 1% | 3% | -9%
CCOC(=O)N1CCN(S(=O)(=O)c2ccc(C)cc2)C1 | 36% | 10% | 1% | 1% | -2.5% | -2% | 0% | 12% | 17%

Screening data deposited in PubChem by National Center for Advancing Translational Sciences (NCATS).

The list is partial; rates above refer to the full screens.
